# Compound activity from PubChem BioAssay.
# hcGAS inh: human cGAS inhibition. AID 1259398. inhibition, % at 12.5 µM. recombinant h-cGAS, ATP depletion, Kinase-Glo luminescence. 0.081% of 290,000 active;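 note: 0% = vehicle reaction and 100% = reaction without DNA for no activity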
# Target sequence (Q8N884 whole entry, looked up): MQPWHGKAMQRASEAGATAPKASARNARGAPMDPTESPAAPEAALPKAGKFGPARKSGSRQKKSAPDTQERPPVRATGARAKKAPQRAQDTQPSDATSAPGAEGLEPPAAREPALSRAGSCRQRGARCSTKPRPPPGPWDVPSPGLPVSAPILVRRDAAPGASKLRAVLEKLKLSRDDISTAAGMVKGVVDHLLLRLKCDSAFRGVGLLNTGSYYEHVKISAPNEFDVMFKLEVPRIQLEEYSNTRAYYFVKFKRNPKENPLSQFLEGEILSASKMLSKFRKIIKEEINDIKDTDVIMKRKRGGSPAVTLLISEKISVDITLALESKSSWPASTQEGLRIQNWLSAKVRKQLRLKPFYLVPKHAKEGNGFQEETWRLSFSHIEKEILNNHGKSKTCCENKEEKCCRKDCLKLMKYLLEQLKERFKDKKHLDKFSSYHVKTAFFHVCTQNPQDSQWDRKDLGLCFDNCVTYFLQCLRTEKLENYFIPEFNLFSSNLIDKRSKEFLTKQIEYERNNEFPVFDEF
# NPYLR7 ag: mosquito NPYLR7 agonism. HEK293T NPYLR7/Galpha15, GCaMP6s calcium fluorescence. activation, % at 10 µM. AID 1259423. 0.15% of 270,000 active; in the data active = activation above about 40%;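 note: 0% = vehicle and 100% = reference agonist at the receptor; some compounds past the cut are filed as inactive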
# mcGAS lum: inhibitors of mouse cGAS; recombinant cGAS, Kinase-Glo ATP depletion luminescence; 0.15% of 160,000 active; inhibition, % at 12.5 µM; Q8C6L5; AID 1259399;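 note: 0% = negative control wells and 100% = reference inhibitor with no enzyme activity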
# Starred values were filed as active, the others as inactive; . = not tested or not shown; & = joins results of further samples. Cut-off read from the data, not from the text of the source, unless noted: active = inhibition above about 40%; inactive = the rest.
# Start of the listing, in advance (4 entries):
SMILES,hcGAS inh,NPYLR7 ag,mcGAS lum
Cc1c(Br)c(C(F)(F)F)nn1CC(=O)N1CCCCC1,-5,-2,-7
O=C(O)c1cc(Cl)c(Cl)nc1Cl,-37,3,.
O=C1CC(c2cccc3c2oc2ccccc23)c2cn[nH]c2N1 (stereo not drawn),-2,-3,2
CC1(C(=O)NS(=O)(=O)c2ccc3c(c2)CCO3)CCN1C(=O)COc1ccc(Cl)cc1 (stereo not drawn),-7,2,.

# Results (from the top)
SMILES,hcGAS inh,NPYLR7 ag,mcGAS lum
Cc1c(Br)c(C(F)(F)F)nn1CC(=O)N1CCCCC1,-5,-2,-7
O=C(O)c1cc(Cl)c(Cl)nc1Cl,-37,3,.
O=C1CC(c2cccc3c2oc2ccccc23)c2cn[nH]c2N1 (stereo not drawn),-2,-3,2
CC1(C(=O)NS(=O)(=O)c2ccc3c(c2)CCO3)CCN1C(=O)COc1ccc(Cl)cc1 (stereo not drawn),-7,2,.
COc1ccc(-c2nc(N(CCC(=O)NC3CC3)Cc3ccccc3)c3ccccc3n2)cc1,-5,3,-3
O=C(Nc1ccc(F)cc1)C(=O)Nc1ccccc1[N+](=O)[O-],4,28,.
Cc1ccc(-c2n[nH]c(=S)n2CC(=O)N=c2sccn2Cc2ccccc2F)cc1,-2,11,.
COc1ccc(S(=O)(=O)N(CCN2CCOCC2)c2ccccc2)cc1Cl,-5,-5,.
CCOC(=O)C1C(=O)NCC12CCN(C(=O)c1cc(C)oc1C)CC2 (stereo not drawn),-1,13,-5
OCCN1CCSC1=Nc1ccccc1C(F)(F)F,8,-4,5
CCc1nc(N(CCC(=O)NCCN2CCOCC2)CC(C)C)c2ccc(Cl)cc2n1,-3,1,-5
CCc1cccc2c(C(CC(=O)NC3CC3)c3ccccc3OC)c[nH]c12 (stereo not drawn),-5,1,-2
COc1cc(-c2cnc(Nc3ccc(NS(=O)(=O)c4ccc(C)cc4)cc3)cn2)cc(OC)c1OC,-11,0,.
NC1=NC(=O)/C(=C/c2ccccc2OCc2ccc([N+](=O)[O-])cc2)S1,-9,-10,-6
CCS(=O)(=O)c1ccc(-c2ccc(NS(=O)(=O)c3ccc(C)s3)cc2)nn1,-12,10,-8
CC(C)NC(=O)C1CCCN(C2CCN(C3Cc4ccccc4C3)CC2)C1 (stereo not drawn),-4,3,.
O=C(NCCCN1CCOCC1)c1cc2n(n1)CCN(Cc1ccccc1C(F)(F)F)C2=O,-3,19,-6
CC(NC(=O)C1CCN(S(=O)(=O)c2ccc3c(c2)OCCO3)CC1)c1ccc(F)cc1F (stereo not drawn),-5,8,-6
CNS(=O)(=O)c1ccc(-c2nccn2CC2(O)CCCCC2)cc1,-9,7,-10
Cc1csc(SCC(=O)N2CCc3c(cc(-c4csc5ccccc45)c(=O)n3C)C2)n1,-20,16,-6
COCC(=O)NC1CCN(c2ccccc2C(=O)NC2CCCc3ccccc32)CC1 (stereo not drawn),-6,13,-7
CCCn1nnc(NC(=S)NC(=O)c2cc3ccccc3o2)n1,4,1,.
CC(C)CN(CC(=O)Nc1cc(C(C)(C)C)nn1-c1ccc(Cl)c(Cl)c1)C(=O)Nc1ccccc1Br,3,7,-4
C#CCn1c(O)c(N=NC(=O)CNC(=O)c2ccc(C(C)(C)C)cc2)c2ccccc21,-2,-7,.
Cc1cc(O)c(C(=O)C=Cc2cc(C(=O)O)cc3c2OCOC3)cc1C,2,0,.

# Ordered by formula weight (lowest first): some entries from above
SMILES,hcGAS inh,NPYLR7 ag,mcGAS lum
O=C(Nc1ccc(F)cc1)C(=O)Nc1ccccc1[N+](=O)[O-],4,28,.
CCCn1nnc(NC(=S)NC(=O)c2cc3ccccc3o2)n1,4,1,.
Cc1ccc(-c2n[nH]c(=S)n2CC(=O)N=c2sccn2Cc2ccccc2F)cc1,-2,11,.
COc1ccc(-c2nc(N(CCC(=O)NC3CC3)Cc3ccccc3)c3ccccc3n2)cc1,-5,3,-3
Cc1csc(SCC(=O)N2CCc3c(cc(-c4csc5ccccc45)c(=O)n3C)C2)n1,-20,16,-6

# Next section:
SMILES,hcGAS inh,NPYLR7 ag,mcGAS lum
CC(C)(C)c1ncsc1NC(=O)N1CCCC1C1CCCCC1 (stereo not drawn),-7,4,.
O=C(NCCNc1cc(-n2cccn2)ncn1)c1ccccc1C(F)(F)F,-1,-6,-8
CCSc1nnc(NC(=O)c2cnccn2)s1,-2,-16,.
CCOc1cccc(C=NNC(=O)c2cc(-c3ccco3)[nH]n2)c1O,-2,-2,.
Cc1ccccc1-n1cnnc1SCC(=O)NC(C)C,-15,0,.
Cc1cccc(Oc2cnn(-c3ccccc3)c(=O)c2Nc2ccc(C(=O)NCc3cccc(F)c3)cc2)c1C,-6,14,-5
CCCN(CC(=O)N(Cc1ccco1)Cc1cccn1C)C(=O)c1ccc(C(F)(F)F)cc1,-1,-15,-3
COc1cc(C(=O)NCCNc2ccc(Nc3cccnc3)nn2)cc(OC)c1OC,-5,-1,-9
O=C(CN1CCC(c2ccccc2C(=O)O)C1)NCc1ccccn1 (stereo not drawn),-7,3,-11
CCOC(=O)CN1CC2N(S(C)(=O)=O)C3CCC2(CC3)OC1=O (stereo not drawn),0,24,-5
c1ccc(CSc2nncn3c2cc2sccc23)cc1,4,4,.
CC(C)C(=O)Nc1ccc(N(C)C)c(CN(CC2CC2)C(=O)c2cccc(F)c2)c1,-2,-2,1
CCc1c(C)cc(C(=O)N2CC[C@@H](c3ccc4c(c3)OCO4)[C@H](O)C2)c(=O)n1C,1,1,-11
CCS(=O)(=O)N(C)C1CCN(C(=O)c2cc(C)cc(C)c2)CC1,4,0,.
COCC(C)NC(=O)C=Cc1nc2ccccc2s1 (stereo not drawn),-7,13,.
C=CCOCC(O)CN1CCC(=O)N(C(C)C)Cc2ccccc21 (stereo not drawn),-3,5,-1
Cc1cc(C(=O)N(Cc2c(C)nn(C)c2C)C(C)C)nc(C)n1,-6,-4,-11
CNc1nc2cnc(-c3ccccc3)cc2n1-c1ccccc1,-5,7,-9
CC(=O)C(C)n1c(=O)c2c(nc3n(-c4ccc(C)cc4)c(C)cn23)n(C)c1=O (stereo not drawn),-7,-3,.
CCCCN(CC(=O)N1c2ccccc2-n2cccc2C1c1cc(OC)ccc1OC)C(=O)c1cc(OC)cc(OC)c1 (stereo not drawn),-12,0,-6
O=C(CCN1CCSC1=O)Nc1ccc2c(c1)Cc1ccccc1-2,-15,0,.
CSc1ccc(NC(=O)CCN2CCCC2=O)cc1Cl,-4,5,.
Cc1ncsc1CCN(C)Cc1ccccc1C(=O)O,-6,16,.
CC1(C)CC(=O)C=C(NC2CC(C)(C)NC(C)(C)C2)C1,3,-5,1
CCn1nccc1NC(=O)c1csc([C@@H]2C[C@H](O)[C@@H](CO)O2)n1,-3,5,-5

# Record cards, as listed above:
# Cc1ccccc1-n1cnnc1SCC(=O)NC(C)C as listed: hcGAS inh: -15; NPYLR7 ag: 0; mcGAS lum: .
# c1ccc(CSc2nncn3c2cc2sccc23)cc1 as listed: hcGAS inh: 4; NPYLR7 ag: 4; mcGAS lum: .
# CCSc1nnc(NC(=O)c2cnccn2)s1 as listed: hcGAS inh: -2; NPYLR7 ag: -16; mcGAS lum: .

# Following part
SMILES,hcGAS inh,NPYLR7 ag,mcGAS lum
CCOCCCN(CC(=O)N(CCc1ccc(OC)c(OC)c1)Cc1ccc(C)s1)C(=O)Nc1ccc(OC)cc1,-2,19,-5
COCC(=O)N(Cc1cc(NC(=O)c2cccs2)ccc1N(C)C)C(C)C,-6,.,-11
CCCC(C)C(=O)NCCN1C(=O)SC(=Cc2ccccc2)C1=O (stereo not drawn),6,7,-1
O=C(O)CN1C(=O)/C(=C\c2ccc(OCc3cccc4ccccc34)cc2)SC1=S,-2,-5,.
COCCN(CC(=O)N(Cc1cccn1Cc1ccc(Br)cc1)C1CCCCC1)S(=O)(=O)c1ccc(F)cc1,1,-3,1
CCN(CC)CCOc1ccc(C(=C(Cl)c2ccccc2)c2ccccc2)cc1,-5,-5,.
COc1ccccc1C(=O)N1CCCN(C(=O)CN2CCc3sccc3C2c2cccc(F)c2)CC1 (stereo not drawn),-3,5,-6
COc1ccc2c(c1)-c1sc(C(=O)NCCCOC(C)C)cc1CC2,-13,2,-8
CC(C)N(Cc1cnn(C)c1)C(=O)c1ccc(OC2CCN(C(=O)C3CC3)CC2)cc1,-5,7,.
CC(NCc1nnc(-c2cccc(Br)c2)o1)c1cccc(F)c1 (stereo not drawn),-1,1,.
CCCN(CC(=O)Nc1cc(-c2ccccc2)nn1-c1ccc(Cl)cc1)C(=O)Nc1cccc(Br)c1,-4,-2,1
Cc1ccc(CN(C)Cc2nc(Cc3cccc(F)c3)no2)o1,-6,3,.
Cc1cc(C)c(C(O)=C2C(=O)C(=O)OC23C(=O)c2ccccc2C3=O)c(C)c1,-9,12,-5
CC(C)CC1COCCN1C(=O)c1ccsc1 (stereo not drawn),0,1,.
O=C(NC1CCCC1)N1C[C@H]2[C@H](O)[C@@H]3C[C@H](c4ccc(F)cc4)[C@@H](O3)[C@H]2C1,-9,9,1
Cc1cc(C=CC(=O)N2CCC(C)CC2)c(C)n1-c1ccnn1C(C)C,-5,-6,.
Brc1ccc(OCCOc2cccc(-n3cnnn3)c2)cc1,-6,1,.
CCN(CC)c1ncnc2c1oc1ccccc12,6,0,2
COc1cccc(-c2cc(C(=O)N(CCc3ccccc3)Cc3ccccc3)n3nc(C(C)(C)C)cc3n2)c1,1,7,-5
CC1CN(C(=O)c2cccc(S(=O)(=O)N3CCCCC3)c2)CC(C)O1 (stereo not drawn),-4,10,.
CCOC(=O)C1CCN(C(=O)CC(c2ccccc2)c2cn(Cc3ccccc3)c3ccc([N+](=O)[O-])cc23)CC1 (stereo not drawn),-9,17,-10
O=C(Nc1nc(-c2ccccc2)cs1)c1ccc(S(=O)(=O)N2CCOCC2)cc1,-5,-3,-6
COc1cc(OC)cc(-n2nnnc2CN(C)CC2CCC2)c1,-8,0,.
O=C(c1ccccc1)c1cc(Cl)ccc1Nc1nc(-c2ccccc2)c2cc(Cl)ccc2n1,-5,-1,-6
Cc1nc2c(-c3ccc(F)cc3)c(C)[nH]n2c(=O)c1Cc1ccccc1,-2,-17,.

# Carrying on.
SMILES,hcGAS inh,NPYLR7 ag,mcGAS lum
Cc1cc(C)nc(Nc2n[nH]c(Cc3ccccc3)n2)n1,-9,10,.
O=C(c1ccco1)N1CCN(C(=O)c2cc3c(=O)n4ccccc4nc3s2)CC1,-9,-4,.
CCN(CC)C(CNC(=O)c1oc2c(c1C)C(=O)CCC2)c1ccccc1 (stereo not drawn),-12,10,.
CCOc1ccccc1N1C(=O)CSC1c1ccc(NC(=O)c2ccc([N+](=O)[O-])cc2)cc1 (stereo not drawn),-7,-8,-5
Cc1cc(C(=O)N2CCN(C3CCCC3O)CC2)c2[nH]ncc2c1 (stereo not drawn),-3,1,.
Cc1cc(C(=O)N2CCC3(CC2)CC(C)(O)CCO3)c(C)o1 (stereo not drawn),-10,.,-5
CCOc1ccc(C(C2Sc3nc(C)nn3C2=O)N2CCN(CC)CC2)cc1 (stereo not drawn),-6,-1,-8
Cc1oc(-c2cccs2)nc1-c1nccn1Cc1noc(C(C)C)n1,-6,.,-9
CC(C)c1nnsc1CNC(=O)C1CC(=O)N(Cc2ccccn2)C1 (stereo not drawn),1,1,.
CCN(CC)C(=O)c1cc2c(OC(F)F)cccc2[nH]1,-6,2,.
Cc1ccsc1[C@@H]1CCN(Cc2cccnc2N)C[C@H]1O,-3,5,.
CC(C)CN(C1CCS(=O)(=O)C1)S(=O)(=O)c1ccc(C(C)(C)C)cc1 (stereo not drawn),-7,-3,.
Ic1ccc(-c2csc(NC3CC3)n2)cc1,-6,1,.
CC(=O)c1sc2nc(CN(C)C3CCC(C)CC3)[nH]c(=O)c2c1C (stereo not drawn),0,1,-4
CN(C)c1ccc(NC(=O)c2sc(SCC(=O)Nc3nccs3)nc2N)cc1,-13,0,-6
COc1ccc2nc(CCNC(=O)c3cn(CCc4ccccc4)nn3)[nH]c2c1,-6,.,-10
CC(C)c1ccc(NC(=O)CSc2nc(=O)n(CCN3CCOCC3)c3c2CCC3)cc1,-3,-2,-8
O=C(c1cn(-c2ccccc2)nn1)N1CCCOC(CN2CCOCC2)C1 (stereo not drawn),-3,-1,-1
CN1CCC=C(CCNC(=O)C23CC4CC(CC(C4)C2)C3)C1,-5,2,-13
CC(C)C(Sc1nnc(N(C)C)s1)C(=O)N(C)C1CCCCC1 (stereo not drawn),-9,7,.
CCOC(=O)CN1C(=O)CCN(C(=O)OCc2ccccc2)CC(O)c2ccccc21 (stereo not drawn),2,6,-5
N#Cc1c(N)cc(N)[nH]c1=S,-8,-4,.
CC(NC(=O)N1CCC2(C1)OCCO2)c1ccc(F)cc1Cl (stereo not drawn),-8&-4,-21&1,.
O=C(NCc1ccco1)c1csc(Nc2ccc(OC(F)F)cc2)n1,-4,10,.
